Screening data from PubChem.
SENP8 block-1 = blocks the human protease SENP8; Q96LD8; purified SENP8, Z-RLRGG-aminoluciferin cleavage, luminescence; inhibition, % at 10 µM; 330,000 tested, 1.2% active; AID 2540; in the data active = inhibition above about 50%
Target sequence (Q96LD8 whole entry, looked up): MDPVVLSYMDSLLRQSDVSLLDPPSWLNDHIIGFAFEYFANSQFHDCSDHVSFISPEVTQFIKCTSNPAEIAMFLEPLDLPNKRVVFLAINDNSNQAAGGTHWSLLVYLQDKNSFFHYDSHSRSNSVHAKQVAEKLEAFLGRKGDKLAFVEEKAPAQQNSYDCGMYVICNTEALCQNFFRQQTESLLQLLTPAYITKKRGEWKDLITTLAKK
HKDC1 inh = inhibitors of human hexokinase HKDC1; recombinant HKDC1, G6PDH/diaphorase resazurin coupled fluorescence; inhibition, % at 20 µM; 340,000 tested, 0.16% active; AID 493160;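 active = inhibition above about 35% when tested at 20 µM, limit read from the data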;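 note: plate controls were DMSO wells with enzyme for no effect and DMSO wells lacking enzyme for full effect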
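Incubation: 90 min at room temperature in dark / Material: recombinant HKDC1 (HK5) hexokinase enzyme, produced in-house / Quantity: enzyme 5 µg/mL final / Compound: one dose of 20 µM, 1% DMSO / Reagent: glucose and ATP substrates / Buffer or medium: Tris pH 8.0 buffer with MgCl2, Tween-20, BSA, BME / Technique: resorufin fluorescence at 613 nm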
SENP8 block-2 = SENP8 (human) protease inhibition; AID 602440; inhibition, % at 20 µM; 360,000 tested, 0.64% active; recombinant SENP8, Nedd8 substrate fluorescence; in the data active = inhibition mostly above about 40%, no sharp cut-off; inactive = mostly below about 27%
PfGluPho inh = PfG6PD (Plasmodium falciparum) enzyme inhibition; PfGluPho enzyme, NADPH resazurin-diaphorase fluorescence; inhibition, % at 20 µM; 350,000 tested, 0.78% active;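 active = inhibition reaching at least a set limit at 20 µM in the primary screen, cut at about 59% in these data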;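 note: 0% = DMSO wells with substrate and 100% = DMSO wells lacking glucose-6-phosphate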
SENP7 block = inhibitors of human SENP7 protease | 330,000 tested, 1.5% active | recombinant SENP7, Z-RLRGG-aminoluciferin luminescence, 40 min | Q9BQF6 | inhibition, % at 5 µM;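 active = inhibition above about 50% at the single test dose, limit read from the data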;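 note: plate controls were DMSO with enzyme for no effect and no enzyme buffer wells for full effect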
SENP6 block = SENP6 protease inhibition. Q9GZR1. Recombinant SENP6 catalytic domain, aminoluciferin luminescence. inhibition, % at 10 µM. 330,000 tested, 1.8% active;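 active = inhibition above about 50% at the single tested dose, limit read from the data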;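 note: plate controls were DMSO wells with enzyme for no effect and DMSO wells lacking enzyme for full effect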
Target sequence (Q9GZR1 628-1112 limits assumed): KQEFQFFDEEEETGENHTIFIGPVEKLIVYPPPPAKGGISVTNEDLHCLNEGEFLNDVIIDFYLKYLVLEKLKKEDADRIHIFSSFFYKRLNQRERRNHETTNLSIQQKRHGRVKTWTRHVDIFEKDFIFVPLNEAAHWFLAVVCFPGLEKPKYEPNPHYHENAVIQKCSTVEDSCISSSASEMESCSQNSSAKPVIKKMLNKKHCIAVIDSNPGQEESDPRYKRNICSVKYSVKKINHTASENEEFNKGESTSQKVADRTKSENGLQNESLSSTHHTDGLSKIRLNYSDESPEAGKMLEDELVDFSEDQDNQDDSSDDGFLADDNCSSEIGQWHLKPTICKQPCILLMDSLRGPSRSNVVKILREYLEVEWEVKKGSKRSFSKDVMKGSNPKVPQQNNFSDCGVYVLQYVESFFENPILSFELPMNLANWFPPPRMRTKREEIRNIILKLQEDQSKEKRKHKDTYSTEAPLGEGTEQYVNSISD
Apaf1 inhib = blocks human Apaf-1 apoptosome activity; O14727; inhibition, % at 20 µM; 330,000 tested, 0.71% active; AID 489030; reconstituted apoptosome caspase-3 activity, DEVD-Rh110 fluorescence; active = inhibition of at least 40% at 20 µM;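 note: plate controls were DMSO wells for no effect and DEVD-CHO caspase inhibitor wells for full effect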
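Material: reconstituted apoptosome with Apaf-1, cytochrome c, caspase-9, procaspase-3, dATP. Technique: Rh110 fluorescence intensity. Buffer or medium: pH 7.5 Hepes buffer with CHAPS, BSA, DTT. Times: 30 min plus 50 min, RT.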
SENP1 FRET inh = blocks the human SENP1 SUMO protease catalytic domain; 360,000 tested, 0.21% active; recombinant SENP1 catalytic domain, CyPet-SUMO1-YPet FRET cleavage; AID 624204; inhibition, % at 10 µM; Q9P0U3;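 active = inhibition at least 30% at 10 µM, raw YFP signal under a set limit, fluorescence ratio 0.5 to 1.5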;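 note: 0% = enzyme with DMSO and 100% = no enzyme wells; some results filed as inactive read as strong as hits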
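system = hSENP1 catalytic domain, recombinant | reagent = SFCypet-SUMO1-SFYpet substrate at 25 nM | doses = one dose per compound, 10 µM, 0.5% DMSO | incubation = enzyme reaction for 50 min at room temperature, dark | measured by = FRET, CFP and YFP emission | controls = no-enzyme low, enzyme-DMSO high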
* hit, by the source's call.

1	CC(=O)c1cccc(NC(=O)Cn2cnc(S(=O)(=O)N3CCCCC3)c2)c1
2	CN(Cc1ccccc1F)Cc1cc(=O)oc2cc(O)c(Cl)cc12
3	O=c1c2ccccc2nc2c3ccccc3c(NCc3ccccn3)nn12
4	COc1ccc(NC2c3ccccc3C(=O)N2c2cccnc2)cc1Cl (stereo not drawn)
5	Nc1ccccc1SCc1ccccc1
6	CCN(CC)C(=O)C1=C(C)Nc2ncnn2C1c1cccnc1 (stereo not drawn)
7	CSc1ccccc1C(=O)NC1CCSc2ccccc21 (stereo not drawn)
8	CCc1cc2c(NCC3CCCO3)nc(C)nc2s1 (stereo not drawn)
9	COc1ccc2[nH]cc(C=O)c2c1
10	COc1cc(/C=N/n2nnnc2N)ccc1O

assay / compound	1	2	3	4	5	6	7	8	9	10
SENP8 block-1	1	-1	-5	-4	-15	1	5	-8	1	-11
HKDC1 inh	-3	-1	4	-3	-6	14	-6	-5	-2	-4
SENP8 block-2	3	-305	-383	13	4	11	12	-262	-7	-139
PfGluPho inh	14	-33	-4	9	28	-17	-5	4	9	10
SENP7 block	4	-4	1	1	-4	4	-1	2	-7	0
SENP6 block	-7	-20	-11	0	-1	5	-8	-7	-11	-5
Apaf1 inhib	-4	6	2	6	-2	-13	7	5	-3	-7
SENP1 FRET inh	1	-24	-19	3	2	0	-2	-4	-1	-30

Gathered by group, those above containing an aryl methoxy group (3)
4	COc1ccc(NC2c3ccccc3C(=O)N2c2cccnc2)cc1Cl (stereo not drawn)
9	COc1ccc2[nH]cc(C=O)c2c1
10	COc1cc(/C=N/n2nnnc2N)ccc1O

assay / compound	4	9	10
SENP8 block-1	-4	1	-11
HKDC1 inh	-3	-2	-4
SENP8 block-2	13	-7	-139
PfGluPho inh	9	9	10
SENP7 block	1	-7	0
SENP6 block	0	-11	-5
Apaf1 inhib	6	-3	-7
SENP1 FRET inh	3	-1	-30

More results follow.
11	CCCC(C)n1[nH]c(=O)cc1N (stereo not drawn)
12	CCOC(=O)N1CCC(N2Cc3cccc(C(=O)Nc4ccc(OC)c(OC)c4)c3C2=O)CC1
13	CCOC(=O)c1c(-c2ccccc2)csc1NC(=O)c1cc2ccccc2oc1=O
14	COc1ccc(Nc2nc3ccccc3c(=O)s2)c(OC)c1
15	Cc1cc(OCC(=O)NCCCN2CCCC2=O)c2c(C)cc(=O)oc2c1
16	O=C(N/N=C\c1ccc(CNS(=O)(=O)c2ccccc2)o1)C(=O)Nc1ccc(F)cc1
17	Cc1sc(NC(=O)CCC(=O)O)c(C#N)c1C
18	Cn1c(=O)c(Oc2ccc(Cl)cc2)c(O)c2ccccc21
19	CN(C)S(=O)(=O)c1ccc(NC(=O)CCNC(=O)c2ccco2)cc1
20	NNc1nc2c(F)cc(F)cc2s1

assay / compound	11	12	13	14	15	16	17	18	19	20
SENP8 block-1	0	1	0	7	-6	3	0	3	5	-4
HKDC1 inh	-7	-2	-7	-10	-2	13	-6	-6	4	5
SENP8 block-2	11	-4	34	32	-392	-64	5	-63	10	11
PfGluPho inh	-13	21	8	-10	-19	10	2	1	-13	20
SENP7 block	6	5	0	0	-15	8	1	0	-1	-2
SENP6 block	-6	0	-9	-6	11	-8	9	-12	2	12
Apaf1 inhib	1	29	-8	-1	-5	1	-6	1	4	7
SENP1 FRET inh	-2	2	4	2	2	1	0	-3	1	2

21	COc1ccc(CNC(=O)C[C@H]2C(=O)N(c3ccccc3)C[C@@H]2Cc2ccccc2)cc1
22	O=C(Cc1c(F)cccc1Cl)OCN1C(=O)c2ccccc2C1=O
23	NC(=O)NC(=O)CSc1nc2cc([N+](=O)[O-])ccc2n1-c1cccc(C(F)(F)F)c1
24	CC(C)(Oc1ccc(Cl)cc1)C(=O)NNC(=O)c1ccc(Br)o1
25	CN1CCN(c2ncc(CN3C(=O)c4ccccc4C3=O)s2)CC1
26	CC(Oc1ccccc1F)C(=O)/C=C/N(C)C (stereo not drawn)
27	O=C(NC12CC3CC(CC(C3)C1)C2)c1cc(F)c(F)c(F)c1F
28	COc1ccc(C)cc1NC(=O)C(OC(=O)c1cc(C)oc1C)c1ccccc1 (stereo not drawn)
29	FC(F)(F)c1cnc(Oc2ccc(-c3nnco3)cc2)c(Cl)c1
30	COc1ccc(/C=C/C(=O)NNc2cc(=O)n(C)c(=O)n2C)cc1OC

assay / compound	21	22	23	24	25	26	27	28	29	30
SENP8 block-1	-8	-10	0	8	-4	-19	0	9	9	6
HKDC1 inh	1	1	2	4	2	-6	1	-9	2	11
SENP8 block-2	4	9	16	-3	16	22	15	29	21	-243
PfGluPho inh	2	11	-4	-7	-6	-11	-7	18	7	-12
SENP7 block	-5	-9	2	-6	7	-13	-5	0	10	9
SENP6 block	-5	-13	4	-15	-11	-4	-6	7	19	-9
Apaf1 inhib	15	13	-7	-4	0	-7	13	12	3	4
SENP1 FRET inh	0	3	4	0	0	-31	1	2	0	-96

31	CCOC(=O)c1[nH]c2ccccc2c1NC(=O)C(CC)CC
32	CC(NS(=O)(=O)OCC(Cl)(Cl)Cl)c1ccc(Br)cc1 (stereo not drawn)
33	O=C(NNc1ccc(O)cc1)c1ccc(Br)cc1
34	COc1cccc(C2=CC(=O)C[C@H](c3ccc(Cl)cc3)C2)c1OC
35	O=C(NCCCN1CCCCCC1)c1ccc2c(c1)NC(=O)C(N1CCOCC1)S2 (stereo not drawn)
36	COc1ccc(CNC(=O)[C@H](Cc2c[nH]c3ccccc23)NC(=O)[C@@H]2Cc3ccccc3CN2)cc1
37	COc1cccc(CNC(=O)c2ccccc2C(=O)NC(C)(C)C(=O)NCc2cccc(OC)c2)c1
38	COc1cc(S(=O)(=O)N2CCN(C)CC2)ccc1Cl
39	O=C(O)c1ccc(NS(=O)(=O)c2ccc3c(c2)OCCO3)cc1
40	O=C(CN(c1ccccc1)S(=O)(=O)c1ccccc1[N+](=O)[O-])N1CCCC1

assay / compound	31	32	33	34	35	36	37	38	39	40
SENP8 block-1	-3	6	7	-3	-2	-3	-13	3	-5	-7
HKDC1 inh	-8	0	25	4	-4	-1	-4	-8	-4	-6
SENP8 block-2	-423	12	23	-497	35	-6	14	19	6	12
PfGluPho inh	13	9	50	11	19	0	-7	-2	-26	7
SENP7 block	-4	-2	9	6	4	8	6	-6	-12	-1
SENP6 block	-13	1	8	-10	-37	1	-21	-2	0	-5
Apaf1 inhib	3	3	1	28	7	5	0	-15	5	-2
SENP1 FRET inh	1	4	-1	2	-7	-10	-1	2	2	1

The final four entries of the section before lead into the next.
37	COc1cccc(CNC(=O)c2ccccc2C(=O)NC(C)(C)C(=O)NCc2cccc(OC)c2)c1
38	COc1cc(S(=O)(=O)N2CCN(C)CC2)ccc1Cl
39	O=C(O)c1ccc(NS(=O)(=O)c2ccc3c(c2)OCCO3)cc1
40	O=C(CN(c1ccccc1)S(=O)(=O)c1ccccc1[N+](=O)[O-])N1CCCC1
41	O=C1Nc2cc(Cl)ccc2Nc2cscc21
42	Cc1cc(Cl)ccc1NC(=O)CN(C)C1=NS(=O)(=O)c2ccccc21
43	O=C(N=C1SC2CS(=O)(=O)CC2N1c1ccccc1F)C1CCCCC1 (stereo not drawn)
44	COc1ccc(N2C(=O)CCC2(C#N)c2ccc(OC)cc2)cc1 (stereo not drawn)
45	CN1C(=O)[C@@H]2[C@@H]3C[C@@H]([C@H]4ON=C(c5ccc(Cl)cc5)[C@@H]34)[C@@H]2C1=O
46	C=CCOc1cccc(/C=N/NC(=O)CN(c2cc(Cl)ccc2OC)S(=O)(=O)c2ccc(C)c([N+](=O)[O-])c2)c1
47	O=C(CCS(=O)(=O)c1ccccc1)N1CCN(c2ccc(F)cc2)CC1
48	Cc1ccc2cccc(NC(=S)NC(=O)c3ccccc3)c2n1
49	O=C(Nc1ccc(S(=O)(=O)N2CCOCC2)cc1)c1ccc([N+](=O)[O-])cc1Cl
50	COCCNC(=O)CN1CCN(S(=O)(=O)c2ccc3c(c2)CCCC3)CC1

assay / compound	37	38	39	40	41	42	43	44	45	46	47	48	49	50
SENP8 block-1	-13	3	-5	-7	-16	11	7	1	9	-8	-7	2	0	0
HKDC1 inh	-4	-8	-4	-6	-5	-2	5	-14	-6	-5	-3	10	-1	-3
SENP8 block-2	14	19	6	12	8	-7	9	2	18	13	6	-19	12	1
PfGluPho inh	-7	-2	-26	7	34	2	11	-13	7	8	10	0	-6	-12
SENP7 block	6	-6	-12	-1	11	-3	6	6	3	-3	-7	10	-1	7
SENP6 block	-21	-2	0	-5	-8	-8	-13	-9	-23	2	-10	26	-6	-11
Apaf1 inhib	0	-15	5	-2	8	-5	-1	0	-1	0	0	12	6	21
SENP1 FRET inh	-1	2	2	1	2	-3	-1	-16	2	-8	-2	-8	1	-1
